Assay outcomes (PubChem BioAssay)
Epigenetic derep: Quantitative High-Throughput Screen for Regulators of Epigenetic Control | actives 0.2% (n = 280,000) | AID 1865, 2009 | Potency, µM (top dose mostly 53.9 µM), without a hit: at the highest dose GFP activation, usual class: activators | murine LDR cells, GFP reporter derepression, 30 h; also: potency is read from the fitted curve at half-maximal effect; % of control where 0% means no effect; nearly all actives have a fitted effect of over 60% in size
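Derepression of a silenced CMV-GFP reporter in murine LDR cells is scored by enumerating GFP-positive cells with a laser-scanning microplate cytometer after 30 hours of treatment at 37 C.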
IMPase Li inh: qHTS Assay for Identifying the Cell-Membrane Permeable IMPase Inhibitors: Potentiation with Lithium; CHO-M1 cells, IP1 TR-FRET (IP-One), carbachol + lithium; actives 0.35% (n = 210,000); Potency, µM (series often up to 59.4 µM), for inactives: top-dose activity, negative = IMPase inhibition, most hits filed as inhibitors;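 also: IP1 builds up when IMPase is blocked and the TR-FRET signal falls; potency is read from the fitted curve at half-maximal effect; plate controls were basal vehicle for no effect and high inhibitor control for full effect; nearly all actives have a fitted effect of over 50% in size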
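Concentration–response in CHO-M1 cells, lithium-potentiated; 30 min at 37C. IP1 detected by competitive TR-FRET after 10 min lysis at RT. Hill-fitted AC50.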
CBFb RUNX1 block: qHTS Assay for Compounds Blocking the Interaction Between CBF-beta and RUNX1 for the Treatment of Acute Myeloid Leukemia; Runt-related transcription factor 1 (Homo sapiens) + Core-binding factor subunit beta …; AlphaScreen CBFb-His/RUNX1-biotin binding, biochemical; Potency, µM (titrated, usually from 59.8 µM), without a hit: at the top dose activity, negative = inhibition, most hits filed as inhibitors; 230,000 tested, under 10 active; AID 1477, 2009; also: % of control where 0% means no effect
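Proteins preincubated together for 20 min at RT before compound addition; 15 min later, nickel and streptavidin beads were added and left 90 min prior to AlphaScreen measurement.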
L3MBTL1 block: qHTS Assay for the Inhibitors of L3MBTL1. Lethal(3)malignant brain tumor-like protein 1 (Homo sapiens), Q9Y468. AlphaScreen L3MBTL1–H3K9me1 peptide binding. Potency, µM (top dose mostly 57.1 µM), without a hit: at the highest dose activity, negative = inhibition, actives largely listed as inhibitors. actives 0.66% (n = 230,000); also: potency is read from the fitted curve at half-maximal effect; % is scaled to controls: 0 for no effect and ±100 for the full control effect; nearly all actives have a fitted effect of over 60% in size
Target sequence (Q9Y468 whole entry, looked up): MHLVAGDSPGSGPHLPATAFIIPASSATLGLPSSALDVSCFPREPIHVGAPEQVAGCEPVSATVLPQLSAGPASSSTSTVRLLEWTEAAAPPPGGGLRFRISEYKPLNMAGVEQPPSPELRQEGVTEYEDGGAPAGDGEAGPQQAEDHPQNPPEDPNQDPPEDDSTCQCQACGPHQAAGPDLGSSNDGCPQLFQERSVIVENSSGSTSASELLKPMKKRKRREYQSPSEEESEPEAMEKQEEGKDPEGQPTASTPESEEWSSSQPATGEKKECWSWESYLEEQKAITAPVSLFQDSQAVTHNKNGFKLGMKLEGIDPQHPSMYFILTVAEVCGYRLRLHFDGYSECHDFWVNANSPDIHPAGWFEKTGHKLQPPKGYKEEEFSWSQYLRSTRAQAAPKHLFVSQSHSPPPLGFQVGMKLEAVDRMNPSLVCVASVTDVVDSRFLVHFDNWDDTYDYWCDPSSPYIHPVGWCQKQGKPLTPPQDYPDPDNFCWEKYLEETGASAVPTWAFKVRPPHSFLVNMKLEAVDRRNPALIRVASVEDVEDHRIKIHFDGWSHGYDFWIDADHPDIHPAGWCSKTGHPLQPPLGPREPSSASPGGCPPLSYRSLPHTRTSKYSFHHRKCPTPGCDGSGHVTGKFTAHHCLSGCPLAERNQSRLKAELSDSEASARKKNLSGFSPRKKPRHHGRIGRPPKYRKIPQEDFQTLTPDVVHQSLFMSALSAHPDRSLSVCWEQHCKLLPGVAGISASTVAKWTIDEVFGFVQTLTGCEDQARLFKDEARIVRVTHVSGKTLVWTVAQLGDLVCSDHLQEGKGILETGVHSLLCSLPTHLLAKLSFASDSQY
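L3MBTL1 (50 nM) pre-complexed 30 min with biotinylated H3(1-15)K9me1 peptide (75 nM), then compounds added for 30 min at room temperature; AlphaScreen streptavidin donor/nickel chelate acceptor beads (10 ug/mL final) read after 30 min dark incubation.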
KinaseGlo FLuc: Counterscreen for Luciferase (Kinase-Glo TM) Inhibition; Kinase-Glo luciferase, ATP luminescence, 8 min; Potency, µM (series often up to 38.3 µM), for inactives: at the highest dose activity change, negative = inhibition, hits mostly inhibitors; actives 0.28% (n = 200,000); also: potency is read from the fitted curve at half-maximal effect; % is scaled to controls: 0 for no effect and ±100 for the full control effect; nearly all actives have a fitted effect of over 60% in size
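Luminescence was the read-out, taken after 8-minute incubation at ambient temperature. Luciferase turned over luciferin with 10 uM ATP in imidazole pH 7.2 buffer containing KCl, MgCl2, Tween 20 and BSA.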
NPSR antag: qHTS Assay for Antagonists of the Neuropeptide S Receptor: cAMP Signal Transduction; actives 1% (n = 220,000); Potency, µM (titrated, usually from 38.3 µM), for the others: at the top dose activity change, negative = inhibition, hits mostly inhibitors; Q6W5P4; CHO-NPSR cells, cAMP TR-FRET, antagonist mode; AID 1461, 2008; also: potency is read from the fitted curve at half-maximal effect; % is scaled to controls: 0 for no effect and ±100 for the full control effect; nearly all actives have a fitted effect of over 50% in size; many of its hits are not listed in these tables
HttQ103 aggreg: qHTS Multiplex Assay to Identify Dual Action Probes in a Cell Model of Huntington: Aggregate Formation (GFP); actives 1.1% (n = 220,000); PC12 HttQ103-GFP aggregates, Acumen cytometry, 40 h; Potency, µM (doses to about 46.1 µM), for inactives: top-dose activity change, negative = inhibition, actives largely listed as inhibitors; also: potency is read from the fitted curve at half-maximal effect; % is scaled to controls: 0 for no effect and ±100 for the full control effect; nearly all actives have a fitted effect of over 60% in size
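Aggregates are detected as GFP objects 1–25 µm with signal 6 STDEV over background in lysates of induced PC12 cells. These carry Huntingtin exon 1 with 103 glutamines fused to GFP under an ecdysone promoter; compounds titrated.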
* hit, by the source's call; ? = inconclusive; · = no result given; & = joins results of further samples; [ ] = remark or other dose. Calls follow the shape of the dose curve; as a rule, active = well fitted curve in the direction sought with a large enough effect; inconclusive = small, poorly fitted or top-dose-only effect, or another doubt; inactive = no such curve, though single readings can be large; an effect the other way counts as inactive or inconclusive. The list is partial. The share of hits here may be higher or lower than overall.

SMILES | Epigenetic derep | IMPase Li inh | CBFb RUNX1 block | L3MBTL1 block | KinaseGlo FLuc | NPSR antag | HttQ103 aggreg
Cc1ccc(F)cc1NC(=O)C1CCN(c2cnccn2)CC1 | 4.0% | -9%[38.3 µM] | 0% | 2% | 12% | -2%[7.67 µM] | -12%
C=CCOc1cccc(C2C(C(=O)c3ccc(C)o3)=C(O)C(=O)N2c2nccs2)c1 (stereo unspecified) | -1.0% | · | -5% | -28% | · | 5µM* | 0%
CC1CC(Nc2ccccc2)=NC1(C)C (stereo unspecified) | -0.9% | 1% | -15% | -1% | 0% | 5% | -6%
O=C(/C=C/c1ccc(-c2ccccc2)o1)c1ccccc1 | 1.0% | -10% | -1% | -21% | -18% | ? | 3%
COC(=O)c1ccc(/C=N/NC(=O)CC(=O)NC2CCCCC2)cc1 | -0.7% | 1% | -3% | · | 0% | 23% | -8%
Cc1ccc(C(=O)Nc2cccc(C(=O)N3CCN(C)CC3)c2)cc1 | -1.2% | -1%[38.3 µM] | -20% | -7% | -15% | 4%[46.1 µM] | -8%
Cc1ccc(NC(=O)COC(=O)c2ccco2)cc1 | 1.5% | 1% | 6% | -2% | -6% | -12% | 29%[9.22 µM]
S=C(NCCc1ccccc1)Nc1cccc2cnccc12 | -1.9% | 13% | -3% | -9% | 1% | 1% | 3.5µM*
Cc1cccc(C(=O)NC(CC(=O)O)c2ccc(OC3CCCC3)cc2)c1[N+](=O)[O-] (stereo unspecified) | 3.4% | 0% | -1% | · | 9% | 12% | 3%
Cc1cc(-n2c(C)cc(C(=S)N3CCOCC3)c2C)ccc1Br | 4.8% | 13% | -25% | -1% | 0% | -45% | -5%
Cc1nc(NNC(=O)c2ccccc2)cc(-c2ccccc2)n1 | 0.0% | 18%[38.3 µM] | -1% | · | -5% | -12%[46.1 µM] | -8%
Cn1nnnc1SCC(=O)Nc1ccccc1N1CCCCC1 | 1.0% | -2% | -3% | 4% | 4% | 10%[46.1 µM] | -4%
O=C(CC12CC3CC(C1)CC(CC(=O)NC1=NCCS1)(C3)C2)NC1=NCCS1 | 1.4% | 68%[activator][38.3 µM] | 7% | -16% | 5% | -5%[46.1 µM] | -11%
Cc1ccc(-n2c(C)cc(C)c(C#N)c2=O)cc1Cl | -0.7% | 15%[38.3 µM] | 6% | ? | -11% | 2%[46.1 µM] | 2%
CC(C)(C)NCc1cc(Br)ccc1OC1CCCC1 | -5.0% | 14% | 0% | 14% | 1% | -9% | 1%[9.22 µM]
CCOc1cc(NC(=S)NC)c(OCC)cc1NC(=O)c1cccs1 | 0.3% | · | 9% | · | · | -2% | -18%[9.22 µM]
C/C(CC(=O)Nc1ccccc1Br)=N\NC(=O)C(=O)N1CCCC1 | -1.9% | -9% | 10% | 21% | 4% | -5%[46.1 µM] | 13%
COc1cc(/C=C\C(=O)NCc2ccc3c(c2)cc(C)n3C)cc(OC)c1OC | 0.1% | 6% | ? | -4% | 3% | -20% | 16%
CC(C)[C@@H]1NC(=O)c2cc([N+](=O)[O-])cc(I)c2OCC[C@@H](C(N)=O)NC(=O)[C@H](CCC(=O)O)NC1=O | -1.2% | 8% | 9%[2.36 µM] | 2% | 0% | 9% | 3%
Cc1c(NC=C(C#N)C#N)c(=O)n(-c2ccccc2)n1C | -1.5% | 0% | -1% | 11% | -1% | -2% | 35%[9.22 µM]
CC1(C)CC(=O)c2cc(C(=O)N3CCN(CCO)CC3)c(=O)n(-c3ccc(Cl)cc3)c2C1 | 1.0% | 10%[38.3 µM] | 1% | · | -2% | -3%[46.1 µM] | 9%
CCN(CC)C(=O)CC(c1cc(OC)c(OC)c(OC)c1)c1c(OC)cc(OC)c2c(-c3ccccc3)cc(=O)oc12 (stereo unspecified) | -2.0% | · | -20%&-13% | · | · | -44% | 23%[9.22 µM]
Cc1noc(C)c1S(=O)(=O)N(C)CC(=O)NCc1ccccc1 | 0.4% | 10%[38.3 µM] | 3% | 15% | 1% | 8%[46.1 µM] | 17%
Cc1ccc(NCc2n[nH]c(=S)n2-c2ccccc2)cc1 | -3.0% | 3% | 5% | -7% | 1% | -8% | 14%
COc1ccc(-c2cccc(C3CC=CC4C3C(=O)N(Cc3ccccc3)C4c3ccc(C(F)(F)F)cc3)c2)cc1 (stereo unspecified) | -0.1% | · | -9%&20% | · | · | -50% | 1µM*
Nc1nc(-c2sc3nc4c(cc3c2N)CCCC4)nc(N2CCOCC2)n1 | 1.3% | -27% | 16% | 22% | -5% | -27% | ?
COC(=O)c1cc(CN2CCN(c3ccccc3C)CC2)ccc1O | 0.0% | 24%[38.3 µM] | -5% | · | 21% | ? | 7%
CCOC(=O)Nc1cccc(OCC(=O)Nc2ccccc2OC)c1 | 15% | -16%[38.3 µM] | 10% | 4% | 9% | ? | -23%
CCCC/C=C/C(NC(=O)C(C)(C)C)c1ccccc1 (stereo unspecified) | 4.1% | -5% | 3% | · | -3% | · | ·
CCOC(=O)CSc1ccc2nnc(-c3ccccc3)n2n1 | 0.0% | -5%[38.3 µM] | 1% | 9% | -1% | 0%[46.1 µM] | -7%
CCCn1c(C)nc2c(N(CCOC)CCOC)nc(C)nc21 | 3.6% | -12% | 8% | · | 1% | · | ·
O=C(CSc1nnc2n(C3CCCC3)c(=O)c3ccccc3n12)N1CCCCCC1 | -1.0% | 30%[38.3 µM] | 3% | · | -3% | -17%[46.1 µM] | 0%
O=C1c2ccccc2-c2nc3ccccc3n21 | -0.9% | · | 6% | · | · | 2% | -8%[9.22 µM]
Cc1ccccc1NC(=O)c1cc(S(=O)(=O)N2CCOCC2)ccc1F | 0.7% | -3%[38.3 µM] | 2% | 6% | 1% | -5%[46.1 µM] | -5%[9.22 µM]
CCOC(=O)C1=C(C)N(CCO)C(=O)NC1c1ccccc1 (stereo unspecified) | -0.7% | -12%[38.3 µM] | -11% | -8% | 0% | 16%[46.1 µM] | -5%
Cc1ccc(CN2CCN(Cc3c(C)nn(-c4ccc(F)cc4)c3C)CC2CCO)o1 (stereo unspecified) | -1.1% | 10% | 2% | -2% | 0% | 26% | 15%[9.22 µM]
CCOc1ccc(CCNC(=O)C2CCN(S(=O)(=O)N3CCC(C)CC3)CC2)cc1OCC | -1.0% | -1% | 6% | 3% | 3% | -1% | 1%
COc1cccc(NC(=O)CN2CCSc3ccccc32)c1 | -0.2% | -4% | -12% | · | · | -2% | -6%
COC(=O)[C@@H](c1ccccc1Cl)N1CCc2sccc2C1 | 1.1% | 16% | ? | · | · | · | ·
Cc1nc(CC(=O)Nc2nc(C(C)(C)C)cs2)cs1 | -2.6% | 14%[38.3 µM] | 1% | -2% | -7% | -5%[46.1 µM] | 6%
CN1CCN(C(=O)C(C(=O)c2ccc(F)cc2)n2ccccc2=O)CC1 (stereo unspecified) | -1.1% | 16%[38.3 µM] | -1% | -1% | -4% | -5%[46.1 µM] | 10%
CSc1ccccc1NC(=O)CSc1nnnn1-c1ccccc1SC | -2.1% | 26%[38.3 µM] | 7% | 13%[11.4 µM] | 2% | -9%[46.1 µM] | -14%
COc1ccc(C2NC(=S)NC(O)(C(F)(F)F)C2C(=O)c2cccs2)cc1 (stereo unspecified) | 0.0% | 13% | 4% | 8% | -3% | 12% | 13%
Cc1ccccc1NC1=NS(=O)(=O)c2ccccc21 | 11% | -3%[38.3 µM] | 1% | · | -1% | -7%[46.1 µM] | -21%
Cc1ccc(-c2cn3cccnc3n2)cc1 | 2.1% | 10µM* | -2% | · | ? | 15% | -5%

A portion of the results above, as a working copy:
SMILES | Epigenetic derep | IMPase Li inh | CBFb RUNX1 block | L3MBTL1 block | KinaseGlo FLuc | NPSR antag | HttQ103 aggreg
Cc1ccc(NC(=O)COC(=O)c2ccco2)cc1 | 1.5% | 1% | 6% | -2% | -6% | -12% | 29%[9.22 µM]
S=C(NCCc1ccccc1)Nc1cccc2cnccc12 | -1.9% | 13% | -3% | -9% | 1% | 1% | 3.5µM*
Cc1cccc(C(=O)NC(CC(=O)O)c2ccc(OC3CCCC3)cc2)c1[N+](=O)[O-] (stereo unspecified) | 3.4% | 0% | -1% | · | 9% | 12% | 3%
Cc1cc(-n2c(C)cc(C(=S)N3CCOCC3)c2C)ccc1Br | 4.8% | 13% | -25% | -1% | 0% | -45% | -5%
Cc1nc(NNC(=O)c2ccccc2)cc(-c2ccccc2)n1 | 0.0% | 18%[38.3 µM] | -1% | · | -5% | -12%[46.1 µM] | -8%
Cn1nnnc1SCC(=O)Nc1ccccc1N1CCCCC1 | 1.0% | -2% | -3% | 4% | 4% | 10%[46.1 µM] | -4%
O=C(CC12CC3CC(C1)CC(CC(=O)NC1=NCCS1)(C3)C2)NC1=NCCS1 | 1.4% | 68%[activator][38.3 µM] | 7% | -16% | 5% | -5%[46.1 µM] | -11%
Cc1ccc(-n2c(C)cc(C)c(C#N)c2=O)cc1Cl | -0.7% | 15%[38.3 µM] | 6% | ? | -11% | 2%[46.1 µM] | 2%

Further results follow:
SMILES | Epigenetic derep | IMPase Li inh | CBFb RUNX1 block | L3MBTL1 block | KinaseGlo FLuc | NPSR antag | HttQ103 aggreg
CC(=O)OCC(=O)Nc1ccc(C(C)=O)cc1 | -1.1% | -6%[38.3 µM] | -1% | 2% | -2% | -10%[46.1 µM] | 9%
CCOCCCNC(=O)COC(=O)/C=C/c1ccc(S(=O)(=O)N2CCc3ccccc32)cc1 | -6.4% | 17% | 10% | -4% | 8% | -16% | -12%[9.22 µM]
Cn1c(=O)[nH]c(=O)c2c1nc(N/N=C/c1ccncc1)n2Cc1ccc(F)cc1 | -1.0% | · | 9% | · | · | -4% | -3%[9.22 µM]
O=C(COc1nncc2ccccc12)NCCC1=CCCCC1 | 0.0% | -10%[38.3 µM] | -8% | -10% | -3% | -5%[46.1 µM] | 3%
